DDE Tn6 FP inh: DD(E)-Tn6 binding inhibition, primary FP screen; P02675; Fibrin DD(E) TRITC-Tn6 fluorescence polarization displacement; inhibition, % at 8.3 µM; hit rate 0.21% among 370,000;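 active means inhibition above a per-campaign cutoff: mean of compounds within control limits plus 3 SD, cut at about 15% in these data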;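 further: 0% = median of all compound wells on the plate and 100% = blocking peptide control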
TDP2 inh: blocks human TDP2 phosphodiesterase activity. O95551. recombinant TDP2, T5PNP hydrolysis, p-nitrophenol absorbance 415 nm. inhibition, % at 12.8 µM. hit rate 0.34% among 370,000;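 active means inhibition above the mean of all tested compounds plus 3 SD, set per campaign, cut at about 25% in these data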;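 further: 0% = DMSO with enzyme and 100% = buffer with substrate but no TDP2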
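Material: recombinant human TDP2; quantity: TDP2 enzyme at 120 nM final; medium: Tris-HCl pH 7.5 with MgCl2; compound: single concentration, 12.8 µM nominal, with 1% DMSO; incubation: 2 h enzyme incubation at 37 °C; signal: epi absorbance; measure: percent inhibition; benchmarks: high control without enzyme, low control DMSO plus TDP2; repeats: singlicate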
ARFGAP1 inhibitor: rat ARFGAP1 inhibition; Q62848; hit rate 0.26% among 360,000; Arfgap1-stimulated ARF1 GTP hydrolysis, GDP FP detection; inhibition, % at 16.5 µM;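 active means inhibition above a per-plate limit, mean inhibition of low control wells plus 3 SD, cut at about 25% in these data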;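 further: 0% = DMSO wells with enzyme and 100% = wells lacking Arfgap1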
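System: truncated rat Arfgap1 GAP domain / Benchmarks: high control wells lacking Arfgap1, low control full reaction with DMSO / Times: compound-enzyme preincubation 20 min, reaction 120 min, detection 60 min, 25 °C / Repeats: one replicate per compound / Also added: human ARF1(Δ1-17)-GTP substrate / Measured by: Tracer-displacement fluorescence polarization with EDTA stop, 620/688 nm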
PLC-gamma1 inh: inhibitors of human phospholipase C gamma1 | hit rate 0.84% among 370,000 | inhibition, % at 12.2 µM | purified PLC-gamma1, fluorogenic substrate, fluorescence | P19174; in the data active means inhibition above about 9.5%
Target sequence (P19174 whole entry, looked up): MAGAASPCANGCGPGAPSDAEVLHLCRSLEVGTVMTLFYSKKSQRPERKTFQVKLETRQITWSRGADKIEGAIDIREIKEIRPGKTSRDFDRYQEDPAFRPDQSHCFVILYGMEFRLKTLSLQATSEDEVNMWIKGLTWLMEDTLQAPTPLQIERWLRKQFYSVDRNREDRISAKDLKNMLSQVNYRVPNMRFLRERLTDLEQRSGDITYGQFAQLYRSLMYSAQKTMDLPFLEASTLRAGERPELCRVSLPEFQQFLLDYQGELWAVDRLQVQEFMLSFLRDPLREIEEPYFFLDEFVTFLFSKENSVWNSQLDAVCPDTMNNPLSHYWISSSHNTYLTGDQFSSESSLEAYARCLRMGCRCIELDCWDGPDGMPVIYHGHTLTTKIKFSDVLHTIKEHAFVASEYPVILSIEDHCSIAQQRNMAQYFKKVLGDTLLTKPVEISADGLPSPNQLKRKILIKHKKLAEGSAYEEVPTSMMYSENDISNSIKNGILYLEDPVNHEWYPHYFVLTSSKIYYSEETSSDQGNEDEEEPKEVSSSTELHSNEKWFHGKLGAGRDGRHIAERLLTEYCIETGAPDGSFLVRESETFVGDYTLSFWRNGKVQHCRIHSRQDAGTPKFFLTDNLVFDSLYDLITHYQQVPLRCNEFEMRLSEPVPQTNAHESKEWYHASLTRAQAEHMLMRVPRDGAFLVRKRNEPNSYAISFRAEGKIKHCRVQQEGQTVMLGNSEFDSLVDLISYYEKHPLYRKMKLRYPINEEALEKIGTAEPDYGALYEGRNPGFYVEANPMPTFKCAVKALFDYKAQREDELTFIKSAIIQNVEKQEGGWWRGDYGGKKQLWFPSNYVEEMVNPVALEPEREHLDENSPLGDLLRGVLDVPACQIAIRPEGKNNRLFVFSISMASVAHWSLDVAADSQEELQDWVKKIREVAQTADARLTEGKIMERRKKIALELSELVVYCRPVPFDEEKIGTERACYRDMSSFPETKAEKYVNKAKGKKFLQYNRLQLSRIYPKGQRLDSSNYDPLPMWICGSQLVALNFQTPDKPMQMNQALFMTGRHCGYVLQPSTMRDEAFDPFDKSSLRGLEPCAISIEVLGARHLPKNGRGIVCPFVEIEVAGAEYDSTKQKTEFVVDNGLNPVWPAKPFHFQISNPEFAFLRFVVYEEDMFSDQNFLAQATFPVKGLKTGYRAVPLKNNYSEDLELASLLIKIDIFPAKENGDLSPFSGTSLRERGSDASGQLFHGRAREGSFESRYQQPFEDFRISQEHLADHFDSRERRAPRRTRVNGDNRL
ADAM17 inh: inhibits human ADAM17; recombinant ADAM17, EDANS/DABCYL FRET peptide cleavage; hit rate 0.83% among 370,000; inhibition, % at 6.95 µM;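 active means inhibition above the mean of compounds lying between control limits plus 3 SD, set per campaign, cut at about 8.5% in these data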;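 further: 0% = DMSO-only wells as the low control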
SIAE primary: blocks human sialic acid acetylesterase; Q9HAT2; SIAE FP-Rh probe binding, fluorescence polarization; inhibition, % at 9.66 µM; hit rate 0.69% among 370,000;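 active means inhibition above a cutoff: mean of compounds within the control limits plus 3 SD of those, cut at about 17% in these data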;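 further: 0% = plate median of compound wells and 100% = probe without SIAE protein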
ASAP1 inh: blocks human ASAP1-stimulated Arf1 GTP hydrolysis. Q9ULH1. GDP FP detection. inhibition, % at 16.5 µM. hit rate 0.19% among 360,000. AID 624377; in the data active means inhibition above about 25%;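 further: 0% = vehicle with enzyme and substrate and 100% = no enzyme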
ADAM10 inh: inhibitors of human ADAM10; recombinant ADAM10, EDANS/DABCYL FRET peptide cleavage, 3 h; inhibition, % at 7 µM; AID 720582; O14672; hit rate 0.62% among 370,000;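 active means inhibition above a per-campaign cutoff equal to the mean of compounds falling between control-based bounds plus 3 SD, cut at about 20% in these data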;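 further: 0% = DMSO wells while the 100% control is not disclosed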
Tn7 DDE FP: DD(E)-Tn7 binding inhibition, primary FP screen | P02675 | FP displacement of FITC-Tn7 peptide from fibrin DD(E); 0% = median of compound wells per plate | inhibition, % at 8.3 µM | hit rate 0.13% among 370,000 | AID 720508;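 active means inhibition above the mean of compounds falling within the control limits plus 3 SD of them, cut at about 14% in these data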;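 further: 0% = plate median of compound wells and 100% = 10 µM Aha-Tn7 peptide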
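Measure: % inhibition scaled between sample-field median and high-control FP; Test system: human fibrin DD(E); Quantity: 2 µM final DD(E) protein; Doses: one dose, 8.3 µM nominal; Schedule: compound with protein 10 min, then 3 h after probe, room temperature; Detection: fluorescence polarization; Medium: Tris buffer with calcium and detergent, pH 7.8.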
PLC-beta3 inh: PLC-beta3 (human) inhibition, primary screen. Purified PLC-beta3, fluorogenic substrate, fluorescence. inhibition, % at 12.2 µM. hit rate 0.18% among 370,000. AID 720704; in the data active means inhibition above about 11%;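 further: 0% = median of compound wells on plate and 100% = full blocker control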
The depositor's hits bear a star; i = inactive; nt = not tested or not shown.

SMILES	DDE Tn6 FP inh	TDP2 inh	ARFGAP1 inhibitor	PLC-gamma1 inh	ADAM17 inh	SIAE primary	ASAP1 inh	ADAM10 inh	Tn7 DDE FP	PLC-beta3 inh
N=C1/C(=C\c2ccc(-c3cccc(Cl)c3)o2)C(=O)N=C2SC=C(c3ccccc3)N12	1.7	5.4	8.9	-30.4	-4.7	2.3	13.2	-10.7	-4.0	-42.8
Cc1cc(Nc2ccc(F)cc2)c2ccccc2n1	-4.4	0.7	2.8	-1.4	-1.4	-2.4	-13.3	1.4	-1.7	-0.1
CCc1ccc(NC(=O)C(C)OC(=O)c2cccc(S(=O)(=O)N3CCc4ccccc4C3)c2)cc1 (stereo not drawn)	-3.9	-0.7	-22.3	1.7	-2.6	-37.6	-0.7	-1.9	5.1	0.4
O=C(Nc1ccc(-c2cnco2)cc1)c1ccc(F)cc1F	-3.1	8.9	-5.9	-3.6	-2.3	-5.7	-3.2	-1.5	10.6	-6.0
COC(=O)[C@@H]1[C@@H](C)N(Cc2ccccc2)C(=O)N[C@H]1c1ccccc1	-3.3	-2.5	1.0	1.2	-3.4	4.9	4.3	-5.5	-3.6	-0.6
CC(C)N1CCc2c(sc(NC(=O)c3ccc(S(=O)(=O)N(C)CC4CCCO4)cc3)c2C(N)=O)C1 (stereo not drawn)	-3.3	-10.8	5.3	-77.4	0.7	5.2	-7.2	8.4	7.2	-112.8
COc1ccccc1NC(=O)c1cnc(SC)nc1	6.8	8.8	9.6	1.1	-0.5	12.6	-12.3	-0.1	2.5	-1.5
O=C1C2C3C=CC(C3)C2C(=O)N1Nc1c(Cl)cc(Cl)cc1Cl (stereo not drawn)	-2.5	8.9	5.6	0.7	-3.5	-0.6	9.7	-1.1	-4.3	-2.0
CSc1nnc2c(n1)C[C@H](c1ccccc1)[C@@H](C)[C@@H](C(=O)N1CCCC1)C2	9.5	3.7	nt	-0.6	-0.1	5.2	nt	-7.0	3.1	-1.4
COc1ccc(Cl)cc1NC(=O)C1COc2ccccc2O1 (stereo not drawn)	-12.1	-3.5	16.8	3.5	4.6	-5.8	7.8	10.1	-2.8	-0.9
O=C(/C=C/c1ccccc1)N(Cc1ccc(Cl)cc1)C1CCS(=O)(=O)C1 (stereo not drawn)	-0.4	-6.0	2.2	4.3	-1.3	5.2	3.6	1.0	-4.2	3.7
O=C(CSc1nncs1)Nc1cc(S(=O)(=O)N2CCOCC2)ccc1N1CCCC1	7.2	6.9	-6.8	1.5	-1.2	3.0	-1.4	-1.0	-1.9	-3.1
O=C1c2ccccc2C(=O)N1Cc1nc2ccccc2c(=O)n1CCN1CCOCC1	5.7	-2.9	10.7	2.2	-3.5	-1.6	15.1	-8.1	-4.0	-2.1
Cc1cc(C(=O)CSc2nnc(-c3ccccc3)o2)c(C)n1CC1COc2ccccc2O1 (stereo not drawn)	4.3	-7.9	-1.4	-0.3	2.4	1.7	-5.6	-0.8	-1.1	0.2
C=CCNS(=O)(=O)c1nc(C)c(Cl)c(C)c1C#N	2.1	3.7	10.9	0.3	-3.7	-1.9	-4.8	2.6	5.1	0.0
CCOc1ccc(CCNC(=O)COC(=O)/C=C/c2cccc(OC)c2)cc1OCC	-2.1	2.1	1.9	-15.1	-7.3	3.8	-10.8	-30.5	-6.3	-25.5
COc1ccc(-n2c(SCc3cccc4ccccc34)nnc2-c2ccccc2)cc1	-8.0	6.2	nt	2.1	2.8	0.8	nt	6.3	2.1	-1.9
Cn1c(=O)c2cc(NC(=S)NC3CCCCC3)ccc2n1Cc1ccc(Cl)cc1	3.5	2.4	3.0	-244.8	-174.1	11.7	-5.2	i	0.5	-316.8
CCOC(=O)Cn1c(-c2ccccc2)ccc(C#N)c1=O	2.0	-3.4	2.8	-0.3	-2.4	-3.8	-3.2	-4.5	5.6	-1.1
O=C(/C=C/c1ccc(Cl)c([N+](=O)[O-])c1)Nc1cccc(NC(=O)c2ccco2)c1	-18.1	-4.7	22.2	-0.8	5.1	-29.5	14.4	16.2	-4.5	-0.9
COc1cc(OC)cc(C(=O)NNC(=O)C2CCC2)c1	-7.9	2.9	2.3	0.3	-4.1	2.4	-3.0	-9.3	1.5	3.4
CCN(C(=O)CCS(=O)(=O)c1ccc2c(c1)oc(=O)n2C)c1ccc(OC)cc1	7.1	-4.6	-7.9	0.6	0.5	0.3	0.0	-3.6	-1.4	-4.7
Cc1ccccc1C(=O)Nc1ccccc1NC(=O)c1ccccc1C	2.8	5.2	0.9	-0.8	0.8	2.2	1.8	4.0	5.7	-7.8
COCCNC(=S)N/N=C(\C)c1cc2ccccc2o1	1.7	4.0	2.6	7.4	0.4	-2.8	10.7	16.6	7.2	4.8
CC1(C(=O)NC2CCCCC2)CCC(=O)N1Cc1ccc2c(c1)OCO2 (stereo not drawn)	-11.2	-3.0	6.1	0.1	-6.2	1.3	-11.6	-0.4	3.7	-3.3
CC(C)(C)c1ccc(C2(C)NC(=O)N(CC(=O)NCc3cccs3)C2=O)cc1 (stereo not drawn)	5.1	-7.6	2.6	1.8	5.4	-1.0	-3.7	7.1	2.0	2.6
COc1ccc(/C=C/C(=O)N2CCC(C(N)=O)CC2)cc1S(=O)(=O)N1CCOCC1	-4.5	-9.2	-3.5	2.8	-1.7	1.1	5.0	-1.8	-4.9	1.9
CN(C)N1C(N)=C(C#N)C(c2ccccc2F)C2=C1CC(C)(C)CC2=O (stereo not drawn)	-0.7	0.5	-12.1	-16.1	-1.3	24.8*	7.2	-10.9	-6.1	-28.5
COc1cccc(-c2nnc(NC(C)=O)o2)c1	-0.5	-8.3	0.8	-1.4	-0.7	-3.3	-11.5	-0.2	-1.3	2.7
O=C(Nc1nc2c(s1)CCCC2)c1ccc2ncsc2c1	-4.1	4.3	-10.2	-30.0	-1.9	-1.6	3.5	-10.3	7.0	-40.0
CCOc1ccc(-c2csc(NNC3=NCCCCC3)n2)cc1	3.9	-6.1	2.9	-0.5	0.6	9.7	6.8	-2.9	-4.3	-7.3
O=C(N/N=C/C1CC2CCC1C2)c1c[nH]c2ccccc12 (stereo not drawn)	0.2	3.1	-10.3	0.3	0.8	-2.7	9.4	3.5	-0.5	-0.8
CC(NC(=O)COC(=O)C1(C)CC1(Cl)Cl)c1ccccc1 (stereo not drawn)	3.5	-13.0	3.0	9.4	8.8*	-16.4	-14.0	1.8	-1.9	-2.9
CCn1c(=O)c(=O)n(CC)c2cc(S(=O)(=O)Nc3cc(C)ccc3C)ccc21	-0.9	-9.8	7.5	4.3	3.3	-1.9	-20.2	3.4	-10.3	-2.6
COC(=O)c1cc(Br)c(=O)n(CCN(C(C)C)C(C)C)c1	1.0	-2.6	3.5	1.5	-1.3	2.5	-8.2	2.0	3.5	0.8
O=C(Nc1cccc(O)c1)c1noc2c1CCCCC2	-2.5	-5.9	-3.1	1.7	-3.6	4.4	-8.4	2.6	-1.9	-0.9
Cc1ccc(NC(=O)c2cccc(C(=O)OC(C)C)n2)c(Br)c1	3.4	-2.6	6.1	-0.9	-0.3	-2.4	3.0	-1.4	-1.2	0.2
COc1ccccc1CNC(=O)COC(=O)C1CCN(S(=O)(=O)c2c(Cl)cccc2Cl)CC1	1.2	8.9	11.2	0.3	4.9	-5.8	4.6	8.3	3.2	-4.4
C=C1C(=O)OC2CC1C(OC(C)=O)CC(C)=CCCC(C)=CCCC2(C)O (stereo not drawn)	3.1	-2.0	1.0	3.3	-1.2	-3.9	3.3	-4.9	-6.8	3.2
CCOC(=O)c1c(C)[nH]c(C)c1C(=O)COC(=O)c1ccc(Cl)nc1	0.2	-11.7	2.8	-0.6	-1.4	-3.7	-5.4	-11.1	3.3	-0.5

Compound profiles, as listed above:
COc1ccccc1CNC(=O)COC(=O)C1CCN(S(=O)(=O)c2c(Cl)cccc2Cl)CC1 as listed: DDE Tn6 FP inh = 1.2; TDP2 inh = 8.9; ARFGAP1 inhibitor = 11.2; PLC-gamma1 inh = 0.3; ADAM17 inh = 4.9; SIAE primary = -5.8; ASAP1 inh = 4.6; ADAM10 inh = 8.3; Tn7 DDE FP = 3.2; PLC-beta3 inh = -4.4
O=C(N/N=C/C1CC2CCC1C2)c1c[nH]c2ccccc12 (stereo not drawn) as listed: DDE Tn6 FP inh = 0.2; TDP2 inh = 3.1; ARFGAP1 inhibitor = -10.3; PLC-gamma1 inh = 0.3; ADAM17 inh = 0.8; SIAE primary = -2.7; ASAP1 inh = 9.4; ADAM10 inh = 3.5; Tn7 DDE FP = -0.5; PLC-beta3 inh = -0.8

Other compounds
SMILES	DDE Tn6 FP inh	TDP2 inh	ARFGAP1 inhibitor	PLC-gamma1 inh	ADAM17 inh	SIAE primary	ASAP1 inh	ADAM10 inh	Tn7 DDE FP	PLC-beta3 inh
C[C@@H]1CN([C@H](C)CO)C(=O)CCCn2cc(nn2)CO[C@H]1CN(C)S(=O)(=O)c1cccc(F)c1	-1.9	1.2	1.0	-1.3	-0.8	3.2	6.1	6.2	8.8	0.3
COc1ccc(C(=O)Nc2nc3nc(-c4ccccc4)cc(=O)n3[nH]2)cc1	0.1	-3.2	-4.8	4.7	1.0	-0.5	1.6	-12.1	1.7	-0.1
N/C(=N\OC(=O)CSc1ccccc1)c1ccccn1	1.8	-6.3	-0.5	2.1	2.0	1.6	5.3	-8.4	-10.1	1.5
CCCCOc1ccc(NC2=NC3(CCCCC3)N=C(N)N2)cc1	5.4	4.4	-8.6	0.1	2.1	5.7	-10.4	2.3	5.9	1.7
CCOC(=O)C1CCN(C(=O)CCc2c(C)nc3cc(-c4ccccc4)nn3c2C)CC1	11.8	3.3	-13.0	-33.1	-7.6	0.3	-8.1	-38.2	6.7	-45.5
COC(=O)[C@]12C[C@H](CC(=O)NCc3ccc(C)o3)C(=O)N(Cc3ccco3)C1=C[C@H](C(C)(C)C)O[C@@H]2C	-0.8	-11.7	nt	4.8	-2.2	-0.5	nt	2.2	5.2	0.5
Cc1ccc(N2CC(C(N)=O)CC2=O)cc1C (stereo not drawn)	3.2	-14.8	-4.2	4.2	1.5	3.5	-6.3	-15.8	1.2	-4.2
CC[C@@]12C(=O)N(c3cccc(F)c3)C(=O)N1[C@H](c1ccc(OC)cc1)[C@@H]1C(=O)N(C(C)(C)C)C(=O)[C@@H]12	-0.3	7.6	3.2	-0.8	-3.8	-6.7	-2.6	0.5	5.7	2.2
O=C(Cn1ncc2c([nH]c3ccccc32)c1=O)N1CCN(c2ccccn2)CC1	1.2	6.9	-5.7	1.3	-0.5	-1.2	7.7	0.5	-1.9	-1.4
O=C(/C=C/[C@H]1O[C@@H](n2ccc(=O)[nH]c2=O)[C@H](O)[C@@H]1O)NCC1CCCO1 (stereo partly drawn)	3.9	10.0	-10.5	3.6	-3.8	4.2	2.3	-7.9	3.5	0.6
COc1ccc(OCC(=O)N2CCN(C(=O)c3ccc([N+](=O)[O-])cc3)CC2)cc1	5.3	4.2	3.5	-0.7	-3.9	1.3	-0.3	-8.6	3.3	4.4

High-throughput results (PubChem)
